Pin1 inhibitor: blocks the human prolyl isomerase Pin1; Q13526; Pin1 FP peptide displacement, HiFluor488, 10 min; Potency, µM (top dose mostly 115 µM), for inactives: at the highest dose activity, negative = inhibition, usual class: inhibitors; 0.009% of 390,000 active; AID 504891; active = well fitted inhibition curve with a large enough effect in the polarisation, with a control signal flat, not every such curve was filed as active; inconclusive = small, poorly fitted or top-dose-only effect, or effect the other way, or a change in a side signal; inactive = no such curve, though single readings can be large or run the other way; the % refers to the polarisation; note: potency is the fitted concentration of half-maximal effect; % is set by controls: 0 for no effect and ±100 for the full control effect
rTrxR1 inhibitor: rat TrxR1 inhibition. recombinant rTrxR1, NADPH fluorescence consumption, selenite substrate. Potency, µM (doses to about 114 µM), for inactives: at the highest dose activity change, negative = inhibition, actives largely listed as inhibitors. 1% of 390,000 active. AID 588453; note: potency is the fitted concentration of half-maximal effect; % is set by controls: 0 for no effect and ±100 for the full control effect; nearly all actives have a fitted effect of over 65% in size
Target sequence (O89049 whole entry, looked up): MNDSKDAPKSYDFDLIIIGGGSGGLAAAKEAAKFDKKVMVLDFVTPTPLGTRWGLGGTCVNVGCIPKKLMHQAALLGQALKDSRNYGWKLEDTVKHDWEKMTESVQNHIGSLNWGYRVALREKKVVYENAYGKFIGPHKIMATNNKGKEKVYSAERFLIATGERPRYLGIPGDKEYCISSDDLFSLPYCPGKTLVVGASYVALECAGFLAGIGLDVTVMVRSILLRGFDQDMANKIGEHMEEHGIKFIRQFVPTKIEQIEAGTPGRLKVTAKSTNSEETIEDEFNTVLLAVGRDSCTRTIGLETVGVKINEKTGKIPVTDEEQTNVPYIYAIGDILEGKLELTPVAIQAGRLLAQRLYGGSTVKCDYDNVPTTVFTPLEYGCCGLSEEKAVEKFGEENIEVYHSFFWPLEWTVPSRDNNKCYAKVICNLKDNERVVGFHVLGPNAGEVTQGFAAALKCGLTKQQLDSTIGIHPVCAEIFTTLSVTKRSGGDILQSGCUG
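Rat TrxR1 (90 nM in the dispensed reagent) was pre-reduced with 400 uM NADPH for 5 min at room temperature, then incubated with compound for 15 min. After 400 uM selenite was added, NADPH fluorescence (Ex 340/Em 450 nm) was followed for 8 min.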
PGK inhibitor: blocks T. brucei phosphoglycerate kinase. PGK/GAPDH coupled, Kinase-Glo luminescence, 60 min. Potency, µM (series often up to 57.5 µM), inactives show at the top dose activity change, negative = inhibition, most hits filed as inhibitors. 0.043% of 380,000 active. AID 602233. P07378; note: potency is the fitted concentration of half-maximal effect; % is set by controls: 0 for no effect and ±100 for the full control effect; nearly all actives have a fitted effect of over 60% in size
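Recombinant glycosomal PGK reaction used 1,3-bisphosphoglycerate generated in-well by GAPDH (100nM final) in 100mM TEA pH 7.6, 5mM MgCl2, 0.01% Tween-20. After 60 minutes at room temperature, ATP was read by Kinase-Glo Plus luminescence end-point.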
HP1b chromo inh: HP1-beta chromodomain-methylated histone interaction inhibition; Potency, µM (series often up to 114 µM), without a hit: at the highest dose activity change, negative = inhibition, hits mostly inhibitors; 0.56% of 390,000 active; AlphaScreen HP1-beta / biotin-H3K9me3 peptide binding; note: potency is the fitted concentration of half-maximal effect; nearly all actives have a fitted effect of over 70% in size; inactives centre near 23
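AlphaScreen: HP1-beta (50 nM) preformed 30 min with biotin-H3(1-18)K9me3 peptide (50 nM) in PBS pH 7.4, 0.01% Tween-20. Compound added for 30 min at RT, then streptavidin donor/nickel chelate acceptor beads (10 ug/mL) for 30 min.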
GLS inh: glutaminase GLS (human) inhibition; O94925; GLS enzymatic activity, qHTS titration; Potency, µM (doses to about 45.5 µM), for inactives: top-dose activity change, negative = inhibition, most hits filed as inhibitors; 0.21% of 410,000 active; note: potency is the fitted concentration of half-maximal effect; % is set by controls: 0 for no effect and ±100 for the full control effect
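hKGA in 45 mM KH2PO4 (pH 8.2), 0.02% Tween-20 with compound, then 1mM L-Glutamine (stock as added) plus glutamate oxidase/HRP/Amplex red coupling mix. Fluorescence read initially and after 30 min at RT; signal change reflects glutamate formation.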
TrxR1 substrate: substrates of rat thioredoxin reductase 1. purified TrxR1 substrate turnover, NADPH consumption readout. AID 588456. 0.01% of 390,000 active. Potency, µM (doses to about 114 µM), for inactives: at the top dose activity change, negative = substrate turnover. O89049; note: potency is the fitted concentration of half-maximal effect; % is set by controls: 0 for no effect and ±100 for the full control effect; nearly all actives have a fitted effect of over 50% in size
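Rat TrxR1, dispensed at 90 nM, was prereduced with 400 uM NADPH (final) for 5 min at ~22 deg C, then incubated with compound 15 min before 400 uM selenite. A first-read NADPH fluorescence drop versus no-compound background flagged substrates.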
IDH1 R132H inh: blocks human mutant IDH1 R132H enzyme. O75874. IDH1-R132H enzyme, NADPH consumption, diaphorase/resazurin fluorescence. Potency, µM (doses to about 76.6 µM), for the others: at the top dose activity change, negative = inhibition, hits mostly inhibitors. 0.093% of 390,000 active. AID 602179; note: potency is the fitted concentration of half-maximal effect; % is set by controls: 0 for no effect and ±100 for the full control effect; nearly all actives have a fitted effect of over 65% in size
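IDH1-R132H (0.5 ug/mL) preincubated 30 min with compound, then NADPH (0.016 mM) and alpha-KG (2 mM) added; 80 min at RT, pH 7.5. Remaining NADPH coupled via diaphorase/resazurin to fluorescence (540/590 nm); concentration-response curves normalized to no-enzyme control.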
USP1 inh: USP1/UAF1 (human) deubiquitinase inhibition; 0.23% of 390,000 active; O94782; recombinant USP1/UAF1, Ub-Rhodamine cleavage fluorescence; Potency, µM (series often up to 57.1 µM), for the others: at the highest dose activity change, negative = inhibition, most hits filed as inhibitors; note: potency is the fitted concentration of half-maximal effect; % is set by controls: 0 for no effect and ±100 for the full control effect; nearly all actives have a fitted effect of over 60% in size; inactives centre near -12
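USP1/UAF1 complex (1 nM) preincubated 15 min at room temperature with compound, then Ub-Rho substrate (150 nM final) added. Kinetic fluorescence at 480/540 nm over 6 reads at 60 s intervals; 50 mM HEPES pH 7.8, 0.5 mM EDTA, 0.1 mg/ml BSA, 1 mM TCEP, 0.01% Tween-20.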
PI4K2A block: inhibitors of human PI4K2A; Q9BTU6; purified PI4K2A, ADP-Glo luminescence, 1 h; active compounds read low; activity change, negative = inhibition, % at 76.9 µM; 0.13% of 420,000 active; in the data active = activity change below about -50%; inconclusive = mostly about -30% to -49%;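 note: -100% = wells without enzyme as full effect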
Target sequence (Q9BTU6 whole entry, looked up): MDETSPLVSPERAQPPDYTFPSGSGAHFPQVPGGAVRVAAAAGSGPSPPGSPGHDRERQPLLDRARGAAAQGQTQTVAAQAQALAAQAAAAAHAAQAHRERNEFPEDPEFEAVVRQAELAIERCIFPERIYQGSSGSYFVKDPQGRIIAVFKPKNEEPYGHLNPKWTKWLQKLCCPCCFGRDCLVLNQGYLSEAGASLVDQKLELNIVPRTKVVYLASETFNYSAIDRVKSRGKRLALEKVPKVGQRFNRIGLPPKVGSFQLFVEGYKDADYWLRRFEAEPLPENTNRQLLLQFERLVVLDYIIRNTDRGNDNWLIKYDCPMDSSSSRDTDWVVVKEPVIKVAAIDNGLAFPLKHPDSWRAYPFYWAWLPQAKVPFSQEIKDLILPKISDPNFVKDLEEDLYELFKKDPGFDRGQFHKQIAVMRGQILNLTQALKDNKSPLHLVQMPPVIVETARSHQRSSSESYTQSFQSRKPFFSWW
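ADP-Glo luminescence measured ADP generated by PI4K2A enzyme (4 ug/mL before mixing) with 1.2 mM PI substrate (pre-mix) and 300 microM ATP (pre-mix). Tris pH7.5 buffer with MgCl2, Triton X-100; 1 h reaction at ambient temperature.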
An asterisk follows results filed as active; i = inactive; ? = inconclusive; / = not tested or not shown; & = joins results of further samples; [ ] = remark or other dose. Unless noted, calls come from the whole dose curve; as a rule, active = well fitted curve in the direction sought with a large enough effect; inconclusive = small, poorly fitted or top-dose-only effect, or another doubt; inactive = no such curve, though single readings can be large; an effect the other way counts as inactive or inconclusive. A portion of the library; count on the stated rates, not on these rows.

SMILES	Pin1 inhibitor	rTrxR1 inhibitor	PGK inhibitor	HP1b chromo inh	GLS inh	TrxR1 substrate	IDH1 R132H inh	USP1 inh	PI4K2A block
Cc1cc(C)cc(NC(=O)C(C)N2C(=O)c3ccccc3C2=O)c1 (centres undefined)	-5%	7%[57.1 µM]	-7%	39%	-6%	-5%	3%	-15%	6
COc1ccc(Cn2c(=O)[nH]c3cc(C(=O)NCCCOC(C)C)ccc3c2=O)cc1	32%[activator]	11%	0%	27%	-15%	2%	0%	-12%	1
c1ccc2c(c1)ncn2CCN1CCCCC1	3%	-6%	i	50%[activator]	18%	-3%	1%	-4%	-6
Cc1nc(NC(=O)c2cccnc2)ccc1Br	-1%	16%[57.1 µM]	4%	17%	16%	7%[57.1 µM]	4%	-11%	3
CC(C)(C)NC(=O)CN(Cc1ccccc1)S(=O)(=O)c1ccccc1	-2%	14%[57.1 µM]	i	43%	-3%	-2%[57.1 µM]	8%	-3%	2
Cc1c(C(=O)NCCSCc2cccc(C(F)(F)F)c2)cnn1-c1ccc(Cl)cc1	5%	26%[57.1 µM]	i	21%	7%	1%[57.1 µM]	-2%	-13%	-2
CCc1nnc(NC(=O)C2CC(=O)N(C3CCCC3)C2)s1 (centres undefined)	-4%	12%	-10%	13%	-16%	2%	-1%	?	-10
CCSc1sccc1C1C(C#N)=C(N)N(c2cccnc2)C2=C1C(=O)CCC2 (centres undefined)	-15%	?	11%	41%[activator]	24%	-3%	2%	-4%	-6
S=C(NCCCN1CCOCC1)NCCCN1CCOCC1	1%	-9%	i	?	12%	-2%	0%	0%	2
CC(C)CC(=O)NC1(C(F)(F)F)C(=O)Nc2c1c(=O)n(C)c(=O)n2C (centres undefined)	-1%	26%[57.1 µM]	-11%	-2%	10%	13%[57.1 µM]	5%	-4%	-7
Cc1ccc(S(=O)(=O)N2CCC(C(=O)N[C@H](C(=O)N3CCN(C)CC3)C(C)C)CC2)cc1	-12%	20%	-4%	20%	3%	9%	4%	-2%	-3
Cc1onc(-c2ccccc2Cl)c1C(=O)OCC(=O)Nc1ccc2c(c1)OCO2	-5%	13%[57.1 µM]	-3%	-7%	-1%	-6%[57.1 µM]	-3%	-7%	3
CC(/C=C/c1ccc(N(C)C)cc1)=N\N=C(/N)SC1CC(=O)N(c2ccc(C(=O)O)cc2)C1=O (centres undefined)	?	-16%	-11%	?	24%	-16%	1%	-4%	-2
COc1cccc(C(=O)NOCc2ccccc2)c1OC	-1%	15%	-5%	34%[activator]	-5%	0%	-8%	-20%	12
Cc1c(CN(C)C)c2c(n1Cc1ccccc1)C(=O)c1ccccc1-2	-7%	-2%	-13%	?	5%	-2%	10%	-18%	1
CCCc1nc(NCc2ccncc2)c2nnn(Cc3ccccc3F)c2n1	?	11%	0%	30%	-1%	-3%	-1%	-25%	2
COC(=O)/C=C/c1sc2nc(C)cc(C)c2c1N=CN(C)C	5%	18%[57.1 µM]	-1%	1%	2%	-11%	8%	-23%	1
N#Cc1cc([N+](=O)[O-])cnc1N(CCO)CCO	1%	-13%	2%	26%	0%	-6%	-1%	-8%	-1
Cc1ccc(-c2nc(CNC(=O)NC3CCCCC3)c(C)o2)cc1	0%	12%[57.1 µM]	-1%	13%	6%	0%[57.1 µM]	-4%	-22%	2
Cn1c(=O)c2sccc2n2c(CCC(=O)N3CCN(c4ccc(F)cc4)CC3)nnc12	6%	20%	/	18%	/	7%	/	/	/
CC1=CC(C)(C)Nc2ccc(OC(=O)C(C)N3C(=O)c4ccccc4C3=O)cc21 (centres undefined)	1%	-5%	5%	?	?	-10%	14%	?	-2
CNC(=O)c1c(NC(=O)c2ccco2)sc2c1CCCC2	-1%	12%	-3%	42%[activator]	9%	4%	-4%	-9%	3
COc1ccc(CCC(=O)N2CCCc3ccccc32)cc1	6%	15%[57.1 µM]	-11%	47%[activator]	-10%	-6%[57.1 µM]	5%	-13%	-4
Cc1ccc(/C=N/NC(=O)c2cccnc2)s1	-3%	13%	i	32%	8%	-3%	6%	-20%	7
CCOc1ccc(C2C(=O)N(C3CCCCCC3)CC(=O)N2CCc2ccc(OC)c(OC)c2)cc1OC (centres undefined)	-2%	10%[57.1 µM]	i	20%	-6%	-3%[57.1 µM]	-13%	10%	0
Cc1ccc(C)c(OCCn2c(=O)c3c(ncn3C3CCCC3)n(Cc3ccccc3)c2=O)c1	10%	19%	8%	23%	-3%	2%	-5%	4%	6
CCC(=O)Nc1cccc(-c2ccc(N3CCN(C)CC3)nn2)c1	-5%	19%	-3%	19%[57 µM]	1%	2%	-7%	-25%	1
Cc1ccccc1OCCC(=O)N(Cc1ccccc1)c1c(N)n(Cc2ccccc2)c(=O)[nH]c1=O	9%	-2%	-2%	22%	7%	-6%	-2%	1%	0
Cc1csc2ncc(C(=O)NCc3ccc4c(c3)OCO4)c(=O)n12	-2%	3%	-1%	59%[activator]	-3%	1%	-1%	-14%	-11
COc1ccc(Cc2nc3c4c(ncn3n2)Oc2c(ccc3ccccc23)C4c2ccc(OC)c(OC)c2)cc1 (centres undefined)	1%	18%[57.1 µM]	-7%	-5%	-5%	29%	2%	-24%	-5

Four entries out of the list above, ordered by the value under rTrxR1 inhibitor, largest number first:
SMILES | Pin1 inhibitor | rTrxR1 inhibitor | PGK inhibitor | HP1b chromo inh | GLS inh | TrxR1 substrate | USP1 inh | PI4K2A block
Cc1ccc(C)c(OCCn2c(=O)c3c(ncn3C3CCCC3)n(Cc3ccccc3)c2=O)c1 | 10% | 19% | 8% | 23% | -3% | 2% | 4% | 6
Cc1ccc(/C=N/NC(=O)c2cccnc2)s1 | -3% | 13% | i | 32% | 8% | -3% | -20% | 7
CCCc1nc(NCc2ccncc2)c2nnn(Cc3ccccc3F)c2n1 | ? | 11% | 0% | 30% | -1% | -3% | -25% | 2
Cc1ccccc1OCCC(=O)N(Cc1ccccc1)c1c(N)n(Cc2ccccc2)c(=O)[nH]c1=O | 9% | -2% | -2% | 22% | 7% | -6% | 1% | 0

Results in rTrxR1 inhibitor, TrxR1 substrate and Pin1 inhibitor (three entries from above):
Molecule,rTrxR1 inhibitor,TrxR1 substrate,Pin1 inhibitor
CCCc1nc(NCc2ccncc2)c2nnn(Cc3ccccc3F)c2n1,11%,-3%,?
COC(=O)/C=C/c1sc2nc(C)cc(C)c2c1N=CN(C)C,18%[57.1 µM],-11%,5%
N#Cc1cc([N+](=O)[O-])cnc1N(CCO)CCO,-13%,-6%,1%

The results go on.
SMILES	Pin1 inhibitor	rTrxR1 inhibitor	PGK inhibitor	HP1b chromo inh	GLS inh	TrxR1 substrate	IDH1 R132H inh	USP1 inh	PI4K2A block
CCCCCCCn1c2c(c(=N)c3c1CCC3)CCCC2	-1%	17%[57.1 µM]	i	24%	11%	-5%	0%	-16%	-1
COc1ccc(N(C(=O)CCl)C(C)(C(=O)Nc2c(C)cccc2C)c2ccccn2)cc1 (centres undefined)	?	-7%	-10%	24%	12%	5%	2%	-20%	-1
Cc1noc(C)c1S(=O)(=O)N1CCN(C(c2ccccc2)c2ccc(Cl)cc2)CC1 (centres undefined)	1%	28%	-7%	45%[activator]	-8%	6%	-4%	-20%	4
COc1cccc(C(=O)Nc2cc(=O)n(C)c(=O)n2C)c1	5%	13%	-9%	33%	4%	-5%	-4%	7%	-1
COc1ccc(-c2cc(=O)oc3c(C)c(O)c(CN(C)C)cc23)cc1	1%	-1%	-7%	2%	23%	3%	4%	-17%	-7
Nc1nc(COC(=O)c2ccc3c(c2)OCCO3)nc(Nc2ccccc2)n1	2%	1%	-2%	8%	-7%	-8%	0%	-20%	-4
CCN(Cc1ccccc1)C(=O)Cn1c(=O)n(-c2ccc(OC)cc2OC)c(=O)c2c(C)c(C)sc21	4%&22%	10%&23%	-2%	25%&0%	-5%&3%	-1%&1%	-6%	-23%&-22%	8&1
COc1ccc2nc(N3CCN(C(=O)c4ccco4)CC3)sc2c1	3%	12%[57.1 µM]	?	28%	-5%	0%[57.1 µM]	3%	?	0
CCC(C)[C@H](NC(=O)NCc1cccs1)C(=O)OC (some centres undefined)	2%	-8%[57.1 µM]	0%	5%	-3%	0%[57.1 µM]	-6%	-11%	7
O=C(CSc1ccc(C(F)(F)F)cn1)Nc1ccccc1	0%	?	0%	41%[activator]	-2%	-8%[57.1 µM]	7%	-4%	1
CCC(=O)Nc1cc2c(cc1C(=O)c1ccccc1)OCCO2	-3%	-4%[57.1 µM]	1%	6%	17%	-1%[57.1 µM]	1%	1%	-2
COc1ccc(OC(=O)c2nc(SCc3ccc(C)cc3)ncc2Cl)cc1	1%	31%	-10%	15%	-11%	0%	-11%	7%	-3
CCCCNC(=O)c1cc2c(=O)n(CC)c3ccccc3c2s1	-2%	6%[57.1 µM]	-5%	21%	-17%	18%	0%	-11%	-17
COc1ccc(N2CCN(C(=S)NCc3ccc(C)cc3)CC2)cc1	-3%	1%	-9%	31%	6%	-4%	2%	-25%	-1

High-throughput results as filed in PubChem.
